Tat transport: blocks Tat-dependent protein export in E. coli. 340,000 tested, 0.036% active. E. coli MC4100 TorA-mCherry Tat export, fluorescence. inhibition, % at 10 µM;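 active means mean replicate inhibition at least 50% and at least half of replicates individually reaching 50%; inconclusive means only one of the two criteria met; inactive means neither criterion met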;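 further: exported cargo escapes ClpAP degradation while cytoplasmic cargo is degraded and loses fluorescence; 0% = median of neutral control wells and 100% = median of NaSCN control wells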
V-ATPase pH: alters yeast V-ATPase proton transport. S. cerevisiae, pHLuorin cytosolic pH fluorescence. response, % at 10 µM. 350,000 tested, 0.37% active; in the data active means response mostly above about 7.3%, no sharp cut-off; inactive means mostly below about 5.4%; further: actives read high; inactives centre near 0; some compounds called inactive have numbers as strong as hits
MITF TRPM1 HTS: increases MITF-driven TRPM1 promoter luciferase signal | SK-MEL-5 TRPM1-promoter luciferase, 24 h; % of positive control, neutral wells = 0 | activation, % at 12.5 µM | 300,000 tested, 0.75% active | AID 588334;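 active means mean activation of at least 80% with every replicate also reaching 80%; inconclusive means mean reaches 80% but some replicate falls short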;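 further: 0% = neutral control wells and 100% = parthenolide positive control wells; values of inactives mirror those of a sister screen read the other way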
Wnt bcat act: activates Wnt/beta-catenin signaling in a reporter cell assay; activator, plate reader; activation, % at 9.35 µM; 300,000 tested, 1.2% active; AID 743398; in the data active means activation above about 30%, passing the limit was not always enough; inconclusive means no clear call, values can overlap the other calls;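 further: 0% = neutral control wells and 100% = positive control wells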
CAL PDZ FP-1: blocks peptide binding to human CAL PDZ domain; Q9HD26; purified CAL PDZ, TMR-peptide fluorescence polarization, 1 h; inhibition, % at 20 µM; 330,000 tested, 0.02% active; AID 504414;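 active means highest replicate inhibition of at least 40%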;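 further: plate controls were DMSO neutral control wells for no effect and unlabeled competitor peptide control wells for full effect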
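Control set: unlabelled peptide and DMSO controls / Material: purified CerCALP PDZ construct / Timing: 1 h incubation at room temperature before polarization reading / Doses: 20 µM, one dose / Detection: fluorescence polarization (mP)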
dFosB act: activators of mouse delta FosB homodimer | P13346 | purified delta FosB, TAMRA-CDK5 oligo fluorescence polarization; percent of positive-control signal above neutral wells | activation, % at 25 µM | 340,000 tested, 0.99% active;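 active means mean activation above about 17%, with every replicate also reaching it, limit read from the data, passing the limit was not always enough; inconclusive means only one of the two conditions met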;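 further: fluorescence polarization rise as delta FosB binds a TAMRA Cdk5 AP-1 oligo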
Target sequence (P13346 whole entry, looked up): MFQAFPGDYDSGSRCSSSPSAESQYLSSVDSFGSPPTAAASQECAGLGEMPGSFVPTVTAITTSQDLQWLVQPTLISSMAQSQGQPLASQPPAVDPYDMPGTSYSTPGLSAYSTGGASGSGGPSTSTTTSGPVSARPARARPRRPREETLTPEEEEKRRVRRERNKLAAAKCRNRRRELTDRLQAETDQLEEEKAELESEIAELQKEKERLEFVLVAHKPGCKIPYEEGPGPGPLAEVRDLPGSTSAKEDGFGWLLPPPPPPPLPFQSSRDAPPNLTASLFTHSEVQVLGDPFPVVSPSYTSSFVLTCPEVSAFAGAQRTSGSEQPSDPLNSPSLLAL
CAL PDZ FP-2: inhibitors of human CAL PDZ peptide binding; Q9HD26; purified CAL PDZ, TMR-peptide fluorescence polarization, 1 h; inhibition, % at 24.9 µM; 300,000 tested, 0.92% active; AID 602252;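 active means mean inhibition of at least 30% with at least half of replicates also reaching 30%; inconclusive means no clear call, values can overlap the other calls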;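 further: 0% = DMSO neutral control and 100% = excess unlabeled competitor peptide PRC23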
Rtt109 HAT inh: blocks Candida albicans Rtt109/Vps75 acetyltransferase activity; Q5AAJ8; purified Rtt109/Vps75, ThioGlo CoA-SH fluorescence, 4 h; inhibition, % at 34.9 µM; 330,000 tested, 0.16% active; AID 540336;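 active means inhibition of at least 50% in every replicate; inconclusive means best replicate reaches 50% inhibition but some replicates fall short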
Target sequence (Q5AAJ8 whole entry, looked up): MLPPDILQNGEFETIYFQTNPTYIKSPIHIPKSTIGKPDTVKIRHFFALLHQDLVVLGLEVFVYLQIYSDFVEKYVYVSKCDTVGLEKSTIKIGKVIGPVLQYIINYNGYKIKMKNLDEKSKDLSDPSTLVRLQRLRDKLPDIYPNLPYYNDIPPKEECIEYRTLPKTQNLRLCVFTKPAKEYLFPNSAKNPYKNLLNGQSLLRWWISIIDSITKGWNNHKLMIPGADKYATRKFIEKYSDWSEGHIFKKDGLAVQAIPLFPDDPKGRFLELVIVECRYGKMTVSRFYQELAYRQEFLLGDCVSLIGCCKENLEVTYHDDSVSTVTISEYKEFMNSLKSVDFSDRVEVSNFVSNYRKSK
cardiac RTF act: increases calcium sensitivity of human cardiac regulated thin filaments; P19429+P45379; IANBD-labeled TnC RTF fluorescence at EC20 calcium; 0% EC20 calcium, 100% full calcium; activation, % at 7.2 µM; 340,000 tested, 0.24% active;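 active means activation above the mean over all tested compounds plus 3 SD, cut at about 30% in these data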;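 further: rise in fluorescence read as greater calcium sensitivity of cardiac thin filaments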
CDK5 p35 inh: inhibitors of human CDK5/p35 kinase | Recombinant CDK5/p35, ADP-Glo luminescence, 60 min | Q00535+Q15078 | inhibition, % at 10 µM | AID 488839 | 330,000 tested, 0.01% active;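 active means highest replicate inhibition of at least 50% and at least 75% of replicates reaching 50%; inconclusive means only one of the two criteria met; inactive means both criteria failed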;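 further: plate controls were DMSO neutral control for no effect and GW8510 at 10 µM for full effect; many of its hits are not listed in these tables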
* = called active by the depositor; ? = inconclusive; . = not tested or not shown.

Wnt bcat act	Tat transport	CDK5 p35 inh	Rtt109 HAT inh	V-ATPase pH	dFosB act	MITF TRPM1 HTS	CAL PDZ FP-1	CAL PDZ FP-2	cardiac RTF act	SMILES
-1.3	4.5	0.7	8.9	-1.7	-5.1	.	.	-6.8	1.2	CC1CN(C(=O)N2c3ccccc3Sc3ccccc32)C(C)CC1=O (stereo unspecified)
-6.7	-3.2	1.0	-6.4	-3.4	-7.8	-8.4	-1.8	-4.5	3.0	Cc1ccc(Oc2nc3ccccn3c(=O)c2/C=C(\C#N)C(=O)Nc2c(C)n(C)n(-c3ccccc3)c2=O)cc1
.	-1.3	-2.2	-6.9	-1.9	-3.7	1.6	-1.5	-1.5	-2.4	Cc1[nH]c2ccc(S(N)(=O)=O)cc2c1C
-0.7	1.4	-2.0	3.7	-1.4	-7.4	12.0	12.9	-2.7	-2.5	COC(=O)C1CCN(S(=O)(=O)c2ccc(OC)cc2)CC1
.	8.3	-3.1	3.8	3.2	5.1	-6.8	-0.7	.	2.8	COCCN(CCOC)C(=O)c1cc2c(=O)n3ccccc3nc2s1
.	-8.7	-2.2	-7.7	1.9	-4.2	-0.8	-1.7	-1.0	2.4	COc1ccc(CCC(=O)OCC(=O)Nc2ccc(C)c(S(=O)(=O)N(C)C)c2)cc1
1.4	7.6	-1.6	0.0	-3.8	4.4	1.8	-0.3	-4.9	-5.2	COc1ccc(N2CCCCn3c2nc2c3c(=O)n(C)c(=O)n2C)cc1
-1.6	11.5	-2.2	-11.5	-0.3	3.6	-13.3	2.5	.	-3.3	CCn1ncc(C2=NOC(C(=O)Nc3cnn(C45CC6CC(CC(C6)C4)C5)c3)C2)c1C (stereo unspecified)
-3.1	8.3	-2.3	-28.6	4.0	-3.8	-27.4	-2.7	5.3	8.0	CCOC(=O)c1c(CC(C)C)csc1NC(=O)c1ccccc1C(=O)O
.	-10.1	0.0	1.6	-1.0	3.1	2.0	-1.4	-2.2	-2.5	COc1cc(N/C=C2\CC(=O)NC(C)=C2C#N)cc(OC)c1OC
-1.5	3.2	0.7	2.5	1.8	-2.3	11.7	-0.4	-1.6	-0.3	CCCCNS(=O)(=O)CCNCCc1ccccc1
-0.5	-7.2	-1.3	4.5	4.8	-2.6	-6.9	-1.1	-1.5	2.7	COc1ccc(CNC(=O)CCc2nc3cc(S(=O)(=O)N(C)C)ccc3n2C)cc1OC
.	2.7	0.6	-4.3	-1.0	-10.9	64.4	-1.9	-2.0	4.2	COc1ccc(-c2ccc(-c3noc(C(C)C)n3)c(OC)n2)cc1
.	4.8	-0.4	12.2	-1.3	-1.5	0.9	0.2	19.8	3.8	Cc1ccccc1C(=O)c1cccn1CC(=O)O
.	-6.4	1.1	-18.2	2.0	4.2	-4.2	-3.7	.	0.6	O=C(NCCO)c1cccc(Nc2nc(-c3ccccc3)c3cc(Cl)ccc3n2)c1
0.6	3.1	1.6	17.8	0.0	-9.8	10.6	-1.0	-0.6	-6.7	COc1cc(C(=O)N/C(=C\c2cn(C)c3ccccc23)C(=O)N2CCOCC2)cc(OC)c1OC
2.9	8.4	0.5	2.7	1.4	-8.8	3.2	-1.4	17.7	0.9	CCC(Cc1ccccc1)NC(=O)/C=C/c1ccco1 (stereo unspecified)
.	1.6	-0.3	-2.0	-1.5	5.7	-5.9	-2.2	-2.0	-1.2	Cc1ccc(N2C(=O)CC(C3CCCO3)C2=O)cc1 (stereo unspecified)
0.7	-1.8	-2.2	13.0	-5.9	-8.4	32.3	-2.1	-2.7	0.0	CCN(CC)CCNC(=O)c1ccc(NC(=O)c2ccccc2-c2ccc(C(F)(F)F)cc2)cc1
2.6	9.9	-2.2	17.2	-0.8	-10.5	-9.2	-4.1	1.6	1.2	CCN(CC)CCNC(=O)c1ccc(NC(=O)C2CCN(S(=O)(=O)c3ccc4c(c3)OCCO4)CC2)cc1
-1.5	-0.6	-1.6	1.4	3.4	-2.4	-2.0	-0.5	-2.4	1.1	COCCCNC(=O)CSC1=Nc2ccccc2C2=NC(Cc3c[nH]c4ccccc34)C(=O)N12 (stereo unspecified)
-5.4	-5.3	0.3	.	-1.3	-0.5	-2.5	0.1	-1.4	-6.2	CN1/C(=C\C(=O)CSc2nnc(N)s2)C(C)(C)c2ccccc21
-2.3	22.7	-0.1	16.0	2.3	-12.6	-11.5	-0.8	-0.4	-5.8	COc1ccccc1N1CCN(C(=O)c2ccc3[nH]c4c(c3c2)CC(C)CC4)CC1 (stereo unspecified)
-1.2	3.6	2.7	6.5	0.1	-4.6	-0.4	-0.5	.	-6.4	NC(=O)c1sc2nc(-c3ccccc3)c3c(c2c1N)CCCC3
6.0	-4.4	-4.6	-0.2	-2.3	3.5	37.3	.	7.5	-1.8	COc1ccc(CCNC(=O)c2ccco2)cc1
.	-10.5	-0.5	-1.3	-0.5	6.2	-0.5	-0.7	2.2	2.6	O=C(CCN1C(=O)C2C3C=CC(C3)C2C1=O)N1CCN(c2ccccc2F)CC1 (stereo unspecified)
-0.1	11.8	-1.5	-1.1	1.1	-2.4	-23.7	-2.2	-4.2	-4.3	O=C(Nc1cccc(S(=O)(=O)N2CCCCC2)c1)C1CCN(C(=O)c2ccc(Cl)cc2)CC1
.	2.5	0.1	-2.4	-5.0	-15.1	-3.5	-1.1	-4.1	-2.5	CN1CCN(C(=O)CSc2nc(-c3cccs3)ccc2C#N)CC1
.	-1.8	0.8	10.3	1.7	-4.1	9.1	-2.1	-4.2	-0.1	CN(C)S(=O)(=O)c1ccc(NC(=O)C2CCCN(C(=O)c3ccc(Cl)cc3)C2)cc1 (stereo unspecified)
?	2.8	-1.5	-4.5	-3.5	-1.2	-30.2	-2.5	-7.5	-1.1	C/C(CC(=O)Nc1cccc(Cl)c1Cl)=N\NC(=O)c1ccccc1N
1.6	10.5	0.5	5.6	-0.4	3.3	4.6	-1.2	-3.1	-6.3	COC(=O)CSc1snnc1-c1ccc(Cl)c(Cl)c1
-0.4	-1.8	-0.5	4.0	-2.8	-5.3	1.0	-0.2	2.8	2.4	O=C(O)/C=C/c1ccc(S(=O)(=O)Nc2ccc(C(=O)NCC(=O)O)cc2)cc1
.	7.8	-0.7	0.1	1.9	-8.6	-18.7	-2.0	-0.1	2.0	CC(C)OC(=O)CSc1nc(N)c(C#N)c(-c2ccco2)c1C#N
9.1	-5.2	-1.1	-7.5	-1.1	-11.3	-6.1	-1.6	0.0	0.1	O=C(N/N=C/c1sc(=O)[nH]c1-[n+]1ccc2ccccc2c1)c1ccccc1[O-]
-0.3	-7.0	2.4	-18.4	2.1	44.8*	-0.7	-1.1	-1.7	-2.2	CN(CC(=O)Nc1ccccc1Cl)C(=O)COC(=O)c1ccc(-c2ccc(O)cc2)cc1
-0.7	22.1	0.5	2.1	-0.1	1.6	2.1	0.7	3.5	-0.6	O=C1C(=O)N(CCCO)C(c2ccccc2)/C1=C(\O)c1ccc(Br)cc1 (stereo unspecified)
-1.5	3.5	2.0	1.6	-8.1	5.9	21.9	0.3	0.5	-3.2	C#CCCc1cocc1/C=[N+](\[O-])c1ccc(C(=O)OCC)cc1
-1.5	-6.8	0.1	-2.1	-3.7	-2.0	0.8	0.4	-3.2	1.9	C/C(CC(=O)Nc1ccc(Cl)cc1Cl)=N\NC(=O)c1ccco1
-0.5	-3.7	1.9	-2.1	-0.5	-12.2	3.4	-2.2	-1.7	0.1	O=C(Cc1cccc(NC(=O)C2CCCN(C(=O)CCc3ccccc3)C2)c1)Nc1ccc(C(=O)N2CCCCC2)cc1 (stereo unspecified)
-1.8	0.0	0.3	1.1	3.1	?	-10.3	-1.7	-6.2	2.3	COc1ccc(C(C(=O)NC2CCCCC2)N(C(=O)c2snc(C(N)=O)c2N)c2ccc(OC)cc2OC)cc1 (stereo unspecified)
-0.8	-2.8	0.7	1.0	-0.3	-7.5	1.3	-1.2	-0.8	0.7	O=S(=O)(c1ccc(Cl)cc1)N1CCC(n2cccc2)CC1
.	-14.4	-0.8	-0.7	-1.6	-3.9	-8.9	-4.4	-2.5	1.7	CC1=NN=C(c2ccccc2)C(c2c[nH]c3ccccc23)N1O (stereo unspecified)
-3.3	1.6	3.6	0.4	1.4	-1.3	9.9	0.9	-0.6	6.5	CCOC(=O)[C@@H]1[C@H]2COc3cc(OC)ccc3[C@@H]2N2C(=O)N(c3ccc(C(F)(F)F)cc3)C(=O)[C@@]12C
3.6	-7.5	0.8	.	1.4	0.3	-11.0	-3.1	-0.4	-7.4	CC(C)C(OC(=O)c1cc2occc2n1C)C(=O)NCc1ccc2c(c1)OCO2 (stereo unspecified)
-6.7	-1.7	-0.3	4.8	-5.2	-8.2	-14.2	-2.1	-2.7	-6.5	CC(C)c1ccc(N(CC(=O)NCc2ccc(F)cc2)C(=O)c2snc(C(N)=O)c2N)cc1
.	-12.9	1.4	8.9	-2.8	-7.6	4.3	1.9	0.1	-1.3	C/C(=N\Nc1nc2ccccc2[nH]1)c1cc2ccccc2o1
.	-7.6	-0.5	6.5	0.9	-6.7	1.6	1.0	-4.0	10.5	Cc1ccc(SCC(=O)OCn2nnc3ccccc3c2=O)cc1C
0.8	2.3	0.4	12.6	-4.2	-8.5	1.9	0.4	15.7	0.1	CCCCOP(=O)(OCCCC)C(O)c1ccc(N(C)C)cc1 (stereo unspecified)
-0.5	0.5	-1.0	-3.2	0.1	-11.5	-4.6	-1.7	-3.6	1.9	O=C(CCc1nnc(C2(c3ccc(Cl)cc3)CCC2)o1)N1CCCC(O)C1 (stereo unspecified)
-2.0	-6.8	0.5	3.5	-0.6	-0.4	-2.5	-1.8	-1.6	-7.8	Cn1cc(Cl)c(C(=O)NNC(=S)Nc2cccc(Cl)c2)n1
-2.8	1.5	1.0	31.2	0.4	-5.9	0.4	-1.6	-0.8	-0.8	COc1ccc(C2CC(c3ccc(F)cc3)n3nc(NS(C)(=O)=O)nc3N2)cc1 (stereo unspecified)
-2.1	-8.1	-1.8	-13.3	1.2	-0.8	-4.4	-1.4	-3.8	-5.6	CCCc1cc(=O)[nH]c2nnc(SCC(=O)Nc3nnc(SCC)s3)n12

A different layout for some results above.
SMILES | Wnt bcat act | Tat transport | CDK5 p35 inh | Rtt109 HAT inh | V-ATPase pH | dFosB act | MITF TRPM1 HTS | CAL PDZ FP-1 | CAL PDZ FP-2 | cardiac RTF act
CC(C)C(OC(=O)c1cc2occc2n1C)C(=O)NCc1ccc2c(c1)OCO2 (stereo unspecified) | 3.6 | -7.5 | 0.8 | . | 1.4 | 0.3 | -11.0 | -3.1 | -0.4 | -7.4
Cc1ccc(SCC(=O)OCn2nnc3ccccc3c2=O)cc1C | . | -7.6 | -0.5 | 6.5 | 0.9 | -6.7 | 1.6 | 1.0 | -4.0 | 10.5
C/C(CC(=O)Nc1ccc(Cl)cc1Cl)=N\NC(=O)c1ccco1 | -1.5 | -6.8 | 0.1 | -2.1 | -3.7 | -2.0 | 0.8 | 0.4 | -3.2 | 1.9

Source: PubChem BioAssay
